Assay outcomes: PubChem, The Scripps Research Institute Molecular Screening Center
M4 ag – CHRM4 agonism in calcium assay. P08173. CHO-K1 hM4/Gqi5, Fluo-8 calcium fluorescence; vehicle 0%, full acetylcholine response 100%. activation, % at 3 µM. 0.14% of 360,000 active. AID 624127;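 active means activation above the run mean over all test wells plus 3 SD, cut at about 32% in these data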;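 further: peak over basal fluorescence ratio per well then scaled between controls; 0% = DMSO wells and 100% = acetylcholine at EC100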
Target sequence (P08173 whole entry, looked up): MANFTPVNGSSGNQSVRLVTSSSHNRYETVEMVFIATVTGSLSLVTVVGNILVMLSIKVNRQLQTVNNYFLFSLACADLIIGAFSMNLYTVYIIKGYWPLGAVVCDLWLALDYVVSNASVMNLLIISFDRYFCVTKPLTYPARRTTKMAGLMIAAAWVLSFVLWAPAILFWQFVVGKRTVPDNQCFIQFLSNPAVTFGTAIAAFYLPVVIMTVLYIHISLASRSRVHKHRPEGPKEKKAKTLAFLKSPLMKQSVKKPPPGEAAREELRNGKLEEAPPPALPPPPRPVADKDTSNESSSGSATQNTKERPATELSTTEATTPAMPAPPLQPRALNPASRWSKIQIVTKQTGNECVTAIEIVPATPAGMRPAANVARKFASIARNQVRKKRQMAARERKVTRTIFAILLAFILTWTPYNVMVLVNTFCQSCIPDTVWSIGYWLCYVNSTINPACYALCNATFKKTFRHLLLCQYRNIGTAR
M4 antag – antagonists of human muscarinic M4 receptor (CHRM4) | P08173 | CHO-hM4 cells, ACh EC80, Fluo-8 calcium fluorescence | inhibition, % at 3 µM | 0.73% of 360,000 active;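 active means inhibition above its plate's cutoff, the mean inhibition of sample wells plus 3 SD, cut at about 27% in these data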;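 further: 0% = acetylcholine EC80 with DMSO and 100% = DMSO without agonist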
CHRM5 PAM – potentiates acetylcholine response at human M5 receptor; P08912; CHO-K1 hM5, Fluo-8 calcium, ACh EC20 PAM; 0% = ACh EC20, 100% = ACh EC100; activation, % at 3 µM; 0.3% of 360,000 active;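 active means activation above the run cutoff, the mean activation of all test compounds plus 3 SD, cut at about 18% in these data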
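System: CHO-K1 hM5 cells. Reagent: acetylcholine, EC20 level. Compound dosing: single dose, 3 µM nominal final test concentration. Timing: Post-acetylcholine fluorescence recording 140 s. Detection: Fluo-8 calcium fluorescence. Read-out: % activation, ACh-normalized. Benchmarks: ACh EC20 and EC100 wells. Repeats: singlicate, one well per test compound.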
CHO-K1 Ca PAM – counter-screen for M1 PAMs: effect in parental CHO-K1 cells; ATP EC20, Fluo-8 calcium fluorescence; 0% at ATP EC20, 100% at ATP max; activation, % at 3 µM; AID 602247; 0.02% of 360,000 active;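 active means activation above the run cutoff, the mean activation of all test compounds plus 3 SD, cut at about 40% in these data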;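 further: peak over basal fluorescence ratio in a 140 s read after ATP addition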
M4 PAM – CHRM4 positive allosteric modulation | 0.4% of 360,000 active | AID 624126 | CHO-K1 hM4/Gqi5, Fluo-8 calcium fluorescence, ACh EC20; 0% = ACh EC20, 100% = maximal ACh | activation, % at 3 µM;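 active means activation above its plate's cutoff, the mean activation of sample wells plus 3 SD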; further: some results filed as inactive read as strong as hits
M1 ag parental – M1 agonist counterscreen hit in parental CHO-K1 cells. Fluo-8 calcium fluorescence; scaled to maximal ATP response, vehicle zero. activation, % at 3 µM. 0.48% of 360,000 active; in the data active means activation above about 15%;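 further: untransfected CHO-K1 host cells lacking M1 receptor as counterscreen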
CHO-K1 Ca antag – nonselective inhibitor or artifact in parental CHO-K1 cells | ATP-induced calcium, Fluo-8 fluorescence | AID 602250 | inhibition, % at 3 µM | 0.6% of 360,000 active;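 active means inhibition above a per-plate cutoff, the plate's mean sample inhibition plus 3 SD, cut at about 24% in these data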;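 further: 0% = DMSO plus EC80 ATP and 100% = DMSO alone without ATP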
M5 ag – CHRM5 agonism in calcium assay. P08912. CHO-K1 hM5 cells, Fluo-8 calcium fluorescence; 0% DMSO wells, 100% maximal acetylcholine response. activation, % at 3 µM. 0.19% of 360,000 active. AID 624037;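 active means activation above the run's mean over test compounds plus 3 SD, cut at about 23% in these data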;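 further: signal is peak over basal fluorescence ratio across the kinetic read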
CHRM5 antagonist – CHRM5 antagonism in calcium assay; P08912; inhibition, % at 3 µM; 0.59% of 360,000 active; CHO-hM5 cells, Fluo-8 calcium fluorescence, ACh EC80; AID 624040;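 active means inhibition above a per-plate cutoff, the mean of that plate's test compounds plus 3 SD, cut at about 27% in these data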;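 further: 0% = acetylcholine EC80 with DMSO and 100% = DMSO without agonist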
* marks the source's active call; other numbers are inactive results. Outcome played no part in choosing rows (roughly 2.7% active in at least one column).

SMILES,M4 antag,M4 ag,CHO-K1 Ca PAM,M4 PAM,CHRM5 PAM,M1 ag parental,M5 ag,CHRM5 antagonist,CHO-K1 Ca antag
COc1ccccc1C(=O)NC1CCN(C(=O)Nc2ccc(C)cc2)CC1,-8,1,6,8,-2,0.4,-3,4,-19
Cc1ccc(S(=O)(=O)Nc2ccc3c(c2)OCCO3)cc1,1,3,-2,5,-3,5.0,-2,13,-13
CC(C)N1CCN(Cc2cccc(-c3ccco3)c2)CC1CCO (centres undefined),6,1,13,-10,-2,12,-5,-6,7
CC(=O)Nc1cccc(C)c1,4,0,13,-2,0,0.4,2,1,-16
CN(C)/C=C/C=C1C(=O)CCCC1=O,3,1,-12,7,9,-0.1,-1,3,6
CC(C)CSc1nsc(N)n1,1,3,3,5,2,-0.1,2,0,-2
O=C(COc1ncnc2ccccc12)NC(=O)NCc1ccccc1,-2,2,-7,7,0,0.6,-1,6,0
Cc1c(NC2=CC(=O)CC(C)(C)C2)ccc([N+](=O)[O-])c1C,-1,1,13,9,-4,1.9,-3,4,-7
Fc1ccc(Oc2nc(-c3ccccc3)nnc2C(F)(F)F)cc1,2,0,5,-2,-3,0.1,-1,-2,-10
COc1ccc(C(=O)N(CC(=O)NC(C)(C)C)c2ccc3c(c2)OCCO3)cc1OC,-10,-1,-3,0,-5,0.7,1,1,7
Cc1ccc(S(=O)(=O)N2CCOCC2)cc1C(=O)Nc1ccncc1,5,0,-6,-4,-13,0.1,0,6,1
Cc1cccc(N=C2NC(=O)/C(=C/c3cccnc3)S2)c1C,6,2,4,-3,-5,0.7,-10,16,-6
Cc1ccccc1CNC(=O)C(=O)Nc1nccs1,1,0,9,0,13,-0.1,0,4,-11
COc1ccccc1-c1coc2c(CN3CCCCC3C)c(O)ccc2c1=O (centres undefined),-3,1,0,-5,-2,0.5,-2,-3,-8
Cc1cc(OCC(=O)N2CCN(c3cccc(Cl)c3)CC2)c2c(C)c(C)c(=O)oc2c1,-1,1,17,-5,3,0.3,-2,6,-13

Five structures already listed, sorted by SMILES length, falling:
SMILES,M4 antag,M4 ag,CHO-K1 Ca PAM,M4 PAM,CHRM5 PAM,M1 ag parental,M5 ag,CHRM5 antagonist,CHO-K1 Ca antag
COc1ccccc1-c1coc2c(CN3CCCCC3C)c(O)ccc2c1=O (centres undefined),-3,1,0,-5,-2,0.5,-2,-3,-8
CC(C)N1CCN(Cc2cccc(-c3ccco3)c2)CC1CCO (centres undefined),6,1,13,-10,-2,12,-5,-6,7
Cc1ccccc1CNC(=O)C(=O)Nc1nccs1,1,0,9,0,13,-0.1,0,4,-11
CN(C)/C=C/C=C1C(=O)CCCC1=O,3,1,-12,7,9,-0.1,-1,3,6
CC(C)CSc1nsc(N)n1,1,3,3,5,2,-0.1,2,0,-2

Further structures follow.
SMILES,M4 antag,M4 ag,CHO-K1 Ca PAM,M4 PAM,CHRM5 PAM,M1 ag parental,M5 ag,CHRM5 antagonist,CHO-K1 Ca antag
COc1ccc(NC(=O)Nc2ccc(N3CCOCC3)c3nonc23)c(OC)c1,4,0,20,0,4,0.7,0,5,-13
CCC(=O)c1ccc(SC(=O)N(C)C)cc1O,-1,10,11,-38,-14,4.2,-4,11,-9
O=C(Cc1cccc2ccccc12)Nc1ccc(N2CCOCC2)cc1,1,2,14,3,2,13,1,1,-4
CCC(=O)Nc1cc(-c2cc3ccccc3oc2=O)ccc1OC,6,1,11,-6,-1,0.1,2,-5,-15
O=C(Nc1ccncc1)C1CCN(S(=O)(=O)c2c(Cl)cccc2Cl)CC1,-1,12,3,-8,-12,8.5,6,10,-7
CCOc1ccccc1NC(=O)NNC(=O)COc1cccc(C)c1C,6,2,0,6,-1,2.2,-1,15,4
COc1ccc(N2CCN(C(=O)c3ccc(CNc4c(N5CCOCC5)c(=O)c4=O)cc3)CC2)cc1,-5,1,8,1,-1,-0.7,1,2,1
COc1ccccc1Nc1nnc(SCC2CCCCO2)s1 (centres undefined),1,1,18,-2,4,-0.2,-1,0,-3
CC(C)n1c(=S)[nH]c2cc(Cl)ccc21,15,12,-4,-30,-15,5.0,-5,17,6
COc1ccc(-c2cc(=O)oc3cc(OC(=O)C4CCCCC4)c(Cl)cc23)cc1,-3,1,-2,16,16,0.6,4,-2,10
c1ccc(CSc2nnc3ccc(-c4cccs4)nn23)nc1,-4,0,9,-6,3,0.2,4,-2,-13
O=C(COC(=O)Cc1ccc(Cl)cc1)NCCc1ccccc1,-11,1,16,8,4,0.9,0,6,-12
CCSc1nc2ccccc2n1C(=O)c1ccc(S(=O)(=O)N2CCCCCC2)cc1,-3,1,21,12,3,4.2,2,1,-1
O=C(CCC1CCCCC1)Nc1cc(Cl)ccc1N1CCOCC1,11,-1,15,4,11,4.4,2,1,-7
CCN(CC)CCCNc1nc(N)c([N+](=O)[O-])c(N2CCCCCC2)n1,-5,1,-16,-13,-9,0.7,-7,8,1

SMILES,M4 antag,M4 ag,CHO-K1 Ca PAM,M4 PAM,CHRM5 PAM,M1 ag parental,M5 ag,CHRM5 antagonist,CHO-K1 Ca antag
CC(C)[C@H](NC(=O)c1ccccc1)C(=O)OCC(=O)Nc1sccc1C(N)=O,-2,11,10,-4,-7,3.2,8,14,-11
Cc1ccc(/C=N/NC(=O)c2cc(-c3ccncc3)nc3ccccc23)o1,9,3,21,-4,-1,2.7,0,-2,-11
COc1cc(C(O)c2nc(/C=C/c3ccccc3)cs2)ccc1F (centres undefined),-3,3,5,-2,-1,7.8,-1,-1,3
CCn1cc(/C=C(\NC(=O)c2ccc(C)cc2)C(=O)NCCCN2CCOCC2)c2ccccc21,-15,2,8,3,4,0.0,-4,-15,-3
O=C(COC(=O)c1ccc(CO)cc1)c1ccc(S(=O)(=O)N2CCCCC2)cc1,-1,24,14,-4,-9,5.0,7,7,-12
O=C(O)c1cc(S(=O)(=O)Nc2ccc3cn[nH]c3c2)ccc1Cl,20,1,4,10,1,0.6,0,9,-8
CCCCC(=O)Nc1cc(OC)c(NC(=S)Nc2ccc(OC)cc2)cc1OC,6,2,5,0,2,0.5,4,13,-3
CCOC(=O)C/C(C)=N/NC(=O)c1cccs1,-3,-1,-4,15,6,-0.3,0,-1,8
CCCCCCCCN1C(=O)C(O)=C(C(C)=O)C1c1ccccn1 (centres undefined),-7,0,3,2,-5,0.2,0,9,-6
Cc1cc(C)cc(NC(=O)C[n+]2ccccc2)c1,-5,1,-10,3,9,0.0,2,5,4
COc1ccc(Nc2nc(N3CCN(S(C)(=O)=O)CC3)nc3ccccc23)c(OC)c1,-5,2,-20,-1,-10,0.6,-9,21,15
Cc1cc(C)n(C(=O)CCC(=O)Nc2ccc(C)c(C)c2)n1,-6,1,-5,6,4,0.1,-4,-7,-4
Cc1cc(-c2ccccc2)nc2[n+]1CCN2C,-3,1,-8,8,-1,0.0,-2,0,-16
Cn1c(C(=O)NCC2CCCO2)cc2c(=O)n3ccccc3nc21 (centres undefined),-6,3,5,8,3,0.4,-4,0,-2
CC(C)N(Cc1ccccc1)C(=O)COC(=O)c1ccc2c(c1)OCCO2,-5,12,16,-9,-4,3.7,0,-3,-10

Reformatted as labelled records: entries from further up.
structure: Cc1cc(C)n(C(=O)CCC(=O)Nc2ccc(C)c(C)c2)n1
  M4 antag: -6 | M4 ag: 1 | CHO-K1 Ca PAM: -5 | M4 PAM: 6 | CHRM5 PAM: 4 | M1 ag parental: 0.1 | M5 ag: -4 | CHRM5 antagonist: -7 | CHO-K1 Ca antag: -4

structure: Cc1cc(-c2ccccc2)nc2[n+]1CCN2C
  M4 antag: -3 | M4 ag: 1 | CHO-K1 Ca PAM: -8 | M4 PAM: 8 | CHRM5 PAM: -1 | M1 ag parental: 0.0 | M5 ag: -2 | CHRM5 antagonist: 0 | CHO-K1 Ca antag: -16

structure: Cn1c(C(=O)NCC2CCCO2)cc2c(=O)n3ccccc3nc21 (centres undefined)
  M4 antag: -6 | M4 ag: 3 | CHO-K1 Ca PAM: 5 | M4 PAM: 8 | CHRM5 PAM: 3 | M1 ag parental: 0.4 | M5 ag: -4 | CHRM5 antagonist: 0 | CHO-K1 Ca antag: -2

More records.
SMILES,M4 antag,M4 ag,CHO-K1 Ca PAM,M4 PAM,CHRM5 PAM,M1 ag parental,M5 ag,CHRM5 antagonist,CHO-K1 Ca antag
Cn1c(=O)c2cc(NC(=S)NCc3ccccc3F)ccc2n1Cc1cccc(C(F)(F)F)c1,-15,8,5,-2,-5,2.6,3,9,-2
COC(=O)c1sccc1NC(=S)Nc1cc(C)cc(C)c1,-12,-1,8,8,-4,-0.1,-3,-3,-7
COc1cccc(/C=C2/C(=O)NN(c3ccc(C)c(C)c3)C2=O)c1,-7,0,4,2,5,-0.3,2,-2,-5
Cc1cc(C)c(/C=C(\C#N)C(N)=S)c(C)c1,-3,0,14,-6,-4,9.5,-4,5,7
CCOc1ccccc1Nc1ccc(C(=O)O)cc1N,-5,1,7,8,-2,0.4,-6,6,-9
